Source: PubChem
CAL PDZ FP-1: blocks peptide binding to the human CAL PDZ domain; purified CAL PDZ, TMR-peptide fluorescence polarization, 1 h; inhibition, % at 24.9 µM; 300,000 compounds, 0.92% hits; Q9HD26; AID 602252;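 active = mean inhibition of at least 30% with at least half of replicates also reaching 30%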;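 note: 0% = DMSO neutral control and 100% = excess unlabeled competitor peptide PRC23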
Pemphigus Ab inh: inhibitors of pemphigus antibody binding to human desmoglein-3. 310,000 compounds, 0.48% hits. DSG3-coupled beads, scFv-anti-DSG3-GFP binding, flow cytometry; active compounds read low. P32926. binding (percent of control), % at 10 µM. AID 588358;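 active = binding more than 3 SD below its plate's average and above zero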;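 note: hits lower antibody fragment binding to DSG3; some compounds called inactive have numbers as strong as hits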
LANA DNA inh: blocks KSHV LANA C-terminal domain binding to DNA; MBP-C-LANA/FAM-LBS DNA binding, fluorescence polarization; 340,000 compounds, 0.078% hits; inhibition, % at 9 µM;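 active = highest replicate inhibition at or above 60% at 9 µM, even if other replicates fall short; inactive = all replicates below 60% inhibition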;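 note: 0% = neutral control wells and 100% = 4 µM acridine orange control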
DAGLB inhibitor: diacylglycerol lipase beta (human) inhibition. Q8NCG7. HEK293T DAGLB membrane lysate, EnzChek fluorogenic substrate. inhibition, % at 5.17 µM. 340,000 compounds, 0.059% hits. AID 504411; in the data active = inhibition above about 34%;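 note: 0% = enzyme with vehicle and 100% = wells lacking enzyme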
Target sequence (Q8NCG7 whole entry, looked up): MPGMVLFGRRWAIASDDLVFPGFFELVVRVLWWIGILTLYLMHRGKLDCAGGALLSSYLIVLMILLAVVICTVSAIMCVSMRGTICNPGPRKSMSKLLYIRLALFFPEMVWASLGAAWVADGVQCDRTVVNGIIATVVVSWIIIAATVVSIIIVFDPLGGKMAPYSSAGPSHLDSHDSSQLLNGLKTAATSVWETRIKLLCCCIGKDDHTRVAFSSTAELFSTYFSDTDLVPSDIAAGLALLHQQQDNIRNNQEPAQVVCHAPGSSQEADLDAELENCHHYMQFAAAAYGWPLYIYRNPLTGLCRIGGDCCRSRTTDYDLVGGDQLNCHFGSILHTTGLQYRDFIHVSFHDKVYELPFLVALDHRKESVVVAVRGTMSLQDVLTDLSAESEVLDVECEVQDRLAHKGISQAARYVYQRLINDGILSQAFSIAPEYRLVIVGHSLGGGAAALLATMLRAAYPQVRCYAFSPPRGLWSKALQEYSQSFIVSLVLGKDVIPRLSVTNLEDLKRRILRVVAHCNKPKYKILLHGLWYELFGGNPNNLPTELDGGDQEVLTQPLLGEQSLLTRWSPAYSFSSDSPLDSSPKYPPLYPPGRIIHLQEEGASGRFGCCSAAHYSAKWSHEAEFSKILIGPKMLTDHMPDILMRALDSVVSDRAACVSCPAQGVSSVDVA
RTF Ca sens inh: cardiac RTF calcium desensitization; inhibition, % at 7.15 µM; IANBD-labeled cardiac RTF, Ca2+ fluorescence; 340,000 compounds, 0.12% hits;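 active = inhibition above the mean inhibition of all tested compounds plus 3 SD, cut at about 17% in these data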;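 note: assay run at fixed EC70 calcium of 1.6 mM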
Arrestin-AP2 inh: human beta-arrestin and AP2 interaction inhibition; inhibition, % at 10 µM; FITC-arrestin peptide / GST-AP2 beads, flow cytometry; AP2 beta2 appendage carries R879A mutation; AID 504490; 340,000 compounds, 0.31% hits;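 active = inhibition above a set limit, near 3 SD of compounds lacking own fluorescence, cut at about 54% in these data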;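 note: plate controls were DMSO wells for no effect and 5 µM unlabelled arrestin peptide for full effect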
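System: GST-tagged AP2 beta2-adaptin appendage (R879A) on 4 µm glutathione beads / Reagent: FITC-arrestin peptide, 50 nM / Detection: HyperCyt-sampled flow cytometry, FL1 channel, ex 488/em 535 nm / Timing: 12 min plus 1 h, RT / Buffer or medium: PBS plus Tween 20 (0.05%) and BSA (0.1%)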
NSD2 HMT inh: NSD2 (human) methyltransferase inhibition | O96028 | NSD2 peptide methylation, AlphaScreen, 120 min | inhibition, % at 12.5 µM | 310,000 compounds, 0.54% hits | AID 743445; in the data active = inhibition above about 50%
Keap1-Nrf2 PPI: Keap1-Nrf2 (human) interaction inhibition; Keap1 Kelch-Nrf2 peptide fluorescence polarization, 1536-well; inhibition, % at 9.4 µM; 340,000 compounds, 0.15% hits; AID 504523; in the data active = inhibition above about 12%;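 note: human Keap1 Kelch domain with fluorescein labeled Nrf2 9mer peptide probe; 0% = neutral control wells and 100% = peptide positive control; higher means more block of Keap1 binding to Nrf2 peptide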
V-ATPase pHluor: regulators of yeast V-ATPase proton transport; S. cerevisiae, pHLuorin cytosolic pH fluorescence; 350,000 compounds, 0.37% hits; response, % at 10 µM; in the data active = response mostly above about 7.3%, no sharp cut-off; inactive = mostly below about 5.4%; note: actives read high; inactives centre near 0; some compounds called inactive have numbers as strong as hits; reference of the scale not given here
CAL PDZ FP-2: human CAL PDZ-peptide interaction inhibition; Q9HD26; purified CAL PDZ, TMR-peptide fluorescence polarization, 1 h; inhibition, % at 20 µM; 330,000 compounds, 0.02% hits; AID 504414;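 active = highest replicate inhibition of at least 40%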;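 note: plate controls were DMSO neutral control wells for no effect and unlabeled competitor peptide control wells for full effect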
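material = purified tagged CAL PDZ domain construct (CerCALP) | compound dosing = 20 µM, one dose | times = 1 h at RT | measured by = fluorescence polarization from S- and P-plane intensities, G-factor corrected | read-out = inhibition from polarization loss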
* hit, by the source's call; nt = not tested or not shown. Only part of the results is shown; count on the stated rates, not on these rows.

#	SMILES	CAL PDZ FP-1	Pemphigus Ab inh	LANA DNA inh	DAGLB inhibitor	RTF Ca sens inh	Arrestin-AP2 inh	NSD2 HMT inh	Keap1-Nrf2 PPI	V-ATPase pHluor	CAL PDZ FP-2
1	OCCCn1c(C2CCCN2c2nc(-c3ccc(F)cc3)cs2)nc2cc(Cl)c(N3CCCCC3)cc21 (stereo not given)	-2	97	-2.5	1	5	3	nt	-4	-1	-1.4
2	N#Cc1c(NC(=O)CSc2nnnn2C2CCCCC2)sc2c1CCCC2	-2	103	0.1	1	-6	-4	2	-4	0	-4.2
3	O=C(CC1C(=O)NCCN1Cc1c(F)cccc1Cl)NCCCn1ccnc1 (stereo not given)	2	98	0.3	0	-22	7	33	-1	4	-1.5
4	CC(C)OP(=O)(c1ccccc1)c1ccccc1	-4	117	0.8	-1	-9	4	-3	-2	-3	0.6
5	CSCC[C@H](NC(=O)OC(C)(C)C)C(=O)N/N=C/c1cc2ccc(C)cc2nc1Cl	-2	94	-2.1	0	12	-3	nt	-6	-3	-1.1
6	COc1ccc(C(=O)C2CCCN(Cc3ccc4nonc4c3)C2)cc1F (stereo not given)	-3	109	1.6	0	-10	12	-3	-4	-1	-1.3
7	COc1ccccc1NC(=O)Nc1ccccc1C(=O)NCCCN1CCOCC1	-4	nt	0.0	-4	5	8	-1	-3	5	0.9
8	O=C(NN1C(=O)C2C3c4ccccc4C(c4ccccc43)[C@@H]2C1=O)c1ccccc1 (stereo not given in full)	-4	97	0.2	0	-9	-3	nt	-1	4	-2.3
9	Cc1nn(-c2ccc(Cl)c(Cl)c2)c(=O)c2ccccc12	-7	108	-2.6	-2	-2	-11	18	-1	3	nt
10	CCCCNc1c(-c2ccc(OC)c(Sc3ccc(OC)cc3)c2)nc2cnccn12	1	122	-0.2	-1	-5	21	nt	-5	-11	0.4
11	Cc1nc2ccccc2c(=O)n1NC(=O)c1ccco1	-4	99	0.4	1	-3	-4	-2	-2	-1	-0.6
12	O=C(c1ccccc1)c1ccc(OCCCN2CCCC2)cc1	-3	84	-0.1	0	3	5	1	-4	-4	0.1
13	O=C(O)c1ccccc1NC(=O)C(c1ccccc1)c1ccccc1	-5	95	0.2	5	1	12	-1	-1	1	0.4
14	CCOC(CNC(=O)C1CCN(S(=O)(=O)c2ccc3nc4c(c(C(=O)O)c3c2)CCCCC4)CC1)OCC	-3	nt	0.8	0	-9	19	2	0	-3	0.6
15	C=CCN(CC=C)S(=O)(=O)c1ccc2nc(NC(=O)C(C)C)sc2c1	1	nt	-0.5	-2	-2	-5	0	-3	2	-0.6
16	O=C(NCC1CCCN1S(=O)(=O)c1cccs1)C(=O)Nc1ccc(F)cc1F (stereo not given)	1	108	0.3	-4	-11	51	-2	-1	-3	-1.5
17	Cc1ccc(CN2CCN(/N=C/c3ccccc3)CC2)cc1	-1	nt	-0.9	-19	0	10	4	-8	-2	-0.9
18	Cc1cc(C)c(C(=O)NCC(=O)c2ccccc2)c(C)c1	0	110	0.9	-3	-1	5	-2	0	0	-0.4
19	O=C(CC1SC(N2CCCC2)=NC1=O)Nc1ccc(C(=O)Nc2ccccc2)cc1 (stereo not given)	-4	99	-0.7	3	-10	-9	-1	3	1	-2.1
20	N#CCc1c(C#N)c(N)nc(N2CCN(S(=O)(=O)c3ccccc3F)CC2)c1C#N	-3	108	-1.2	0	11	8	-6	-8	-2	-1.2

Just Keap1-Nrf2 PPI, for some of the entries so far:
cpd | Compound | Keap1-Nrf2 PPI
12 | O=C(c1ccccc1)c1ccc(OCCCN2CCCC2)cc1 | -4
3 | O=C(CC1C(=O)NCCN1Cc1c(F)cccc1Cl)NCCCn1ccnc1 (stereo not given) | -1

(continued)
#	SMILES	CAL PDZ FP-1	Pemphigus Ab inh	LANA DNA inh	DAGLB inhibitor	RTF Ca sens inh	Arrestin-AP2 inh	NSD2 HMT inh	Keap1-Nrf2 PPI	V-ATPase pHluor	CAL PDZ FP-2
21	Cc1cc(-c2nnc(SCC(=O)c3ccc(F)cc3)o2)no1	-4	84	0.1	-1	-5	1	-2	-1	-3	-1.4
22	COC(C(=O)Nc1ccccc1F)c1ccccc1 (stereo not given)	0	102	0.3	-1	-6	16	1	4	6	-0.3
23	O=c1[nH]c(=O)n(Cc2ccccc2)c2nc(-c3ccc(Oc4ccc(F)cc4)c([N+](=O)[O-])c3)n(CCO)c12	2	96	-0.7	4	-10	8	1	-7	5	-1.6
24	COc1ccccc1NC(=O)c1cc(C(=O)Nc2ccccc2OC)n(C)n1	-4	113	-2.0	-9	-8	7	-1	-12	6	-4.5
25	CCOC(=O)c1ccc(NC(=O)N2CCCCCC2)cc1	-4	106	-2.2	-3	3	-4	8	2	0	-1.9
26	COc1ccc(Cl)cc1NC(=O)NC(C)C	3	104	0.5	-3	-4	-1	1	-1	2	-0.8
27	COc1cc(OC)cc(N(C(=O)C2COc3ccccc3O2)C(C(=O)NC2CCCCC2)c2ccc(O)cc2)c1 (stereo not given)	7	76*	-1.8	-2	1	7	-3	-8	-1	-1.0
28	COc1ccc(C(=O)Nc2nnc(S(=O)(=O)N(C)Cc3ccccc3)s2)cc1	0	93	0.9	3	-3	2	1	0	2	-3.1
29	Cc1oc2c(cc(NS(=O)(=O)c3ccc(F)cc3)c3ccccc32)c1C(=O)O	5	117	2.2	6	2	21	7	3	-2	-3.2
30	Cc1ccc(/C=C/C(=O)Nc2sc3c(c2C#N)CCCC3)o1	6	94	-1.1	0	10	-3	2	-4	1	-0.7
31	CCOC(=O)N1CCN(C(=O)C(C)N(c2ccccc2)S(C)(=O)=O)CC1 (stereo not given)	nt	102	-1.7	0	3	3	0	-5	-1	-1.1
32	O=c1c2ccccc2c(-c2ccccc2)nn1Cc1ccccc1	-2	90	-0.9	-2	4	5	-1	0	-1	0.5
33	O=C(CCn1c2c(c3ccccc31)CCCC2)NNC(=O)c1cccc([N+](=O)[O-])c1	14	100	0.1	1	-22	-3	3	-1	-3	1.3
34	COCCCNCCOCCOc1ccc(C)cc1Br	-2	99	-1.5	2	-9	6	-1	-4	-2	-1.4
35	C/C(=N/NS(=O)(=O)c1ccc(C)cc1)c1c(O)c2ccccc2oc1=O	-10	97	-1.9	2	4	10	10	1	-1	-1.9
36	NC(=O)C1CCN(C(=O)c2ccc(NS(=O)(=O)c3ccc(Br)s3)cc2)CC1	1	97	-3.7	-1	5	11	17	-6	-8	-3.4
37	O=S(=O)(c1ccc(S(=O)(=O)N2CCCC2)cc1)N1CCCCCC1	0	99	-0.8	-1	-7	-2	1	-2	-1	-2.1
38	CCOc1ccccc1N1CCN(C(=O)CNC(=O)c2ccc(OC)c(OC)c2)CC1	nt	117	-1.2	-2	-8	1	-15	-1	3	-1.3
39	Cc1cccc(NC(=O)CN2CCN(C(=O)c3c(C)nn(Cc4ccccc4)c3C)CC2)c1C	-1	93	1.0	1	-6	8	-2	2	-2	0.1
40	CC(=O)c1cccc(-n2nnnc2SCC(=O)N2CCCC2)c1	-2	107	17	-1	0	-2	1	-1	-1	-0.5

#	SMILES	CAL PDZ FP-1	Pemphigus Ab inh	LANA DNA inh	DAGLB inhibitor	RTF Ca sens inh	Arrestin-AP2 inh	NSD2 HMT inh	Keap1-Nrf2 PPI	V-ATPase pHluor	CAL PDZ FP-2
41	COc1ccc(C(=O)O)cc1NC(=S)NC(=O)Cc1ccc(Cl)cc1	-1	97	-0.5	2	-4	-3	0	0	3	-1.0
42	O=C(CC(c1ccc(F)cc1)c1ccco1)N1CCOCC1 (stereo not given)	-3	95	1.3	0	1	19	0	-1	1	-0.6
43	COCCN(CC1CCCN(C2Cc3ccccc3C2)C1)C(=O)CCC(N)=O (stereo not given)	-6	92	0.2	2	-5	16	1	-6	-2	nt
44	Cn1c(=O)c2c(nc(CN3CCOCC3)n2CC(=O)c2ccccc2)n(C)c1=O	nt	112	0.1	0	-7	-4	0	-6	-2	-0.5
45	COc1ccc(OC)c(S(=O)(=O)NCc2cn3ccsc3n2)c1	-6	83	-0.5	-2	2	8	-2	-3	-5	-1.7
46	O=C(c1c[nH]c2ccccc12)C(O)C(c1ccccc1)N1CCOCC1 (stereo not given)	-1	nt	-1.3	-2	0	-4	-2	-3	3	-0.1
47	COCc1cc(C)nc(NC2CC(C)(C)NC(C)(C)C2)c1C#N	-1	102	-0.4	-1	0	-7	0	0	1	-0.8
48	CN1CCc2c1nc1ccccc1c2NC(=O)CN1CCCC1	-3	121	2.0	-1	2	-9	nt	2	-1	0.2
49	Cn1c(=O)c2c(ncn2Cc2ccc(Cl)c(Cl)c2)n(C)c1=O	-3	nt	0.1	-4	-5	-3	-2	1	0	-2.3
50	Cc1ccc(S(=O)(=O)NCCC(=O)NNC(=O)COc2ccccc2Cl)cc1C	-4	110	2.1	0	-8	-11	-1	-1	4	-0.2
51	Cc1ccc(CNC(=O)/C=C/c2ccc(S(=O)(=O)N3CCOCC3)cc2)cc1	-2	102	0.1	1	-7	0	1	2	-7	0.0
52	COc1ccc(SCC(=O)Nc2ccccc2Cl)cc1	1	101	-2.8	-8	-5	-15	-8	3	-4	-0.2
53	Cc1ccc(NC(=O)CSc2nnc(C)c(=O)n2N)cc1	4	115	0.0	1	-5	2	-5	1	1	-0.7
54	O=C(N/N=C/c1cccc2cccnc12)[C@H]1C[C@@H]1c1ccccc1	-3	nt	0.1	-1	-4	9	1	5	-7	-0.7
55	CC(C)(C)OC(=O)NCc1ccc(CNC(=O)c2nc[nH]c2C(=O)N2CCc3ccccc3C2)cc1	1	108	-1.2	2	-2	-6	nt	0	1	-0.1
56	NS(=O)(=O)c1cccc(C(=O)NC2CCSc3ccccc32)c1 (stereo not given)	-4	nt	-0.3	0	-17	28	25	-1	2	-1.8
57	CN(C)CCN(C(=O)c1ccc2ccccc2c1)c1nc2ccc(F)cc2s1	-3	106	0.2	0	1	4	nt	-1	0	-2.2
58	O=C(CCn1cccc1)NC1CCCc2ccccc21 (stereo not given)	-4	104	0.9	-2	-6	3	0	-1	3	0.4
59	CC(C)N(C(=O)NC(=O)NCC1CCCO1)S(C)(=O)=O (stereo not given)	1	105	-1.4	2	2	-4	0	-1	-1	-0.4
60	COC(=O)CC(NC(=O)c1ccc(C)cc1)c1ccc2c(c1)OCO2 (stereo not given)	-2	76	1.6	-1	4	19	-1	1	-3	nt
61	O=C(NCCCN1CCOCC1)/C(=C/c1cccs1)NC(=O)c1ccccc1	-2	nt	0.1	3	2	8	3	-6	-4	-2.0
62	CCC(=O)c1ccc(OCC(=O)OCC(=O)Nc2c(C)n(C)n(-c3ccccc3)c2=O)cc1	-3	111	-0.6	1	4	8	16	-5	4	0.3
63	Cc1sc2nc(CN3CCOCC3)nc(Oc3ccc(NC(=O)c4ccco4)cc3)c2c1C	8	104	-0.2	2	11	24	3	0	3	-2.3

Results in sequence from the list:
Pemphigus Ab inh, compounds 50 to 60, in order: 110, 102, 101, 115, nt, 108, nt, 106, 104, 105, 76
V-ATPase pHluor, compounds 50 to 60, in order: 4, -7, -4, 1, -7, 1, 2, 0, 3, -1, -3
